MrgX1 ag: human MrgX1 receptor agonism, primary screen; MrgX1-HEK293 cells, Fluo-4 calcium fluorescence, agonist mode; active compounds read high; AID 588627; B-score at 10 µM; 310,000 tested, 0.44% active;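 active = calcium response B-score plate-corrected fluorescence ratio at least 3 library SD, with starting fluorescence B-score inside 5 SD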
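Test system: HEK293 cells stably expressing human MrgX1 receptor; amount: 15,000 cells per well; doses: compound delivered in addition one of three; times: overnight plating before 1 h dye loading; detection: Fluo-4 NW calcium-flux fluorescence, kinetic read; read-out basis: B-scored fluorescence response ratio; controls: positive and negative controls per plate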
SKKanGAS inh: SKKanGAS growth inhibition. inhibition, % at 7.5 µM. S. pyogenes SKKanGAS, kanamycin growth, BacTiter-Glo, 6 h. 300,000 tested, 1.3% active;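 active = mean replicate score, as percent of positive control median, at least 50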;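 note: strain carries kanamycin resistance gene driven by streptokinase promoter and grows in 40 µg/ml kanamycin; loss of luminescence reflects streptokinase promoter inhibition or plain growth inhibition; 0% = median of DMSO wells and 100% = positive control at its reference dose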
TRPC4 block: blocks the mouse TRPC4 cation channel; Q9QUQ5; HEK293 TRPC4beta/mu-opioid, DAMGO-evoked Fluo4 calcium flux; active compounds read low; B-score at 10 µM; 300,000 tested, 0.39% active; AID 2247;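 active = B-score over 3 SD under the library average, no early fluorescence shift, positive overall ratio signal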
Target sequence (Q9QUQ5 whole entry, looked up): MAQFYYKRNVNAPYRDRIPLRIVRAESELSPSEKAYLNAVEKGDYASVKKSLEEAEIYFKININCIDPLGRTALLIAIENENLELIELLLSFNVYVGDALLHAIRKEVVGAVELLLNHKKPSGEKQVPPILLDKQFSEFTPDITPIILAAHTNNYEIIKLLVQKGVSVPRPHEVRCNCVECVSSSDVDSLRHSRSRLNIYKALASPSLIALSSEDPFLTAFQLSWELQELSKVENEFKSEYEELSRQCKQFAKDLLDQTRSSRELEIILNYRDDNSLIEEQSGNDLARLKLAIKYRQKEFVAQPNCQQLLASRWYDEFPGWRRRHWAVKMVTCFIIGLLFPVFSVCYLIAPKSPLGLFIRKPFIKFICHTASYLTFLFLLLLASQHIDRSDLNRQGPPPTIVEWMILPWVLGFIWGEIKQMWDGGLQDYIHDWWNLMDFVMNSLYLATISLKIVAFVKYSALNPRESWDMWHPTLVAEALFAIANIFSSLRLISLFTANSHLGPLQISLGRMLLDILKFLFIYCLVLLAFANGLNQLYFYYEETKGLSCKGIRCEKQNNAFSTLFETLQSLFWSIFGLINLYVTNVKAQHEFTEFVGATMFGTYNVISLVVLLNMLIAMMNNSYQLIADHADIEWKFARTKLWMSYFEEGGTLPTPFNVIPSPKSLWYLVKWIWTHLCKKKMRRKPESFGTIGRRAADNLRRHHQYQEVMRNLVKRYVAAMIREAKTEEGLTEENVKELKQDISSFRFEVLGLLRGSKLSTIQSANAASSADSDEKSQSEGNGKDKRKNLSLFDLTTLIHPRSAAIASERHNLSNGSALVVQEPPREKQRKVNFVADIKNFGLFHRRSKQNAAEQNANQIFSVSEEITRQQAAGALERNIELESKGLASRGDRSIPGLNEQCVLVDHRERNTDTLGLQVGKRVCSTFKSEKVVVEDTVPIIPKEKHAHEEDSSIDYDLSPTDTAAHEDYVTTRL
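test system = HEK293 cells with stable TRPC4beta plus mu-opioid receptor expression | detection = Fluo4 Ca2+ flux fluorescence | read-out = integrated fluorescence ratio relative to baseline, converted to per-well B score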
MrgX1 antag: human MrgX1 receptor antagonism, primary screen | B-score at 10 µM | 310,000 tested, 1.3% active | Q96LB2 | MRGX1-HEK293 calcium flux, Fluo-4, BAM8-22 antagonism; active compounds read low;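 active = calcium-response B-score plate-corrected more than 3 library SD below zero, starting fluorescence within 5 deviations, no agonist response on first addition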;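 note: peak minus trough fluorescence over baseline after final BAM8-22 challenge near maximal dose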
TRPC6 inhibitor: inhibitors of mouse TRPC6 channel; B-score at 10 µM; HEK293-TRPC6, membrane potential dye, ACh-evoked depolarization; active compounds read low; AID 2553; 310,000 tested, 1.1% active;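 active = B-score under library mean minus 3 SD, initial fluorescence not abnormally high, positive integrated signal ratio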;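 note: B-score derived from integrated fluorescence ratio over the kinetic read; more negative B-score means stronger inhibition of depolarization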
ANO1 activ: mouse TMEM16A channel activation, primary screen | Q8BHY3 | HEK293 TMEM16A/YFP-H148Q/I152L, iodide quench fluorescence; active compounds read low | B-score at 10 µM | 340,000 tested, 0.3% active;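 active = fluorescence-ratio B-score plate-corrected deviation score at least 3 library SD below zero, with starting fluorescence score within 5 deviations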;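 note: channel opened by trigger with iodide after compound preincubation; score built on the fluorescence ratio of max minus min over baseline; more negative score means more quench and so TMEM16A activation or potentiation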
TRPC4 act: activators of mouse TRPC4 channel; Q9QUQ5; HEK293 TRPC4beta/mu-opioid, Fluo4 calcium fluorescence; active compounds read high; B-score at 10 µM; 310,000 tested, 0.49% active;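 active = B-score above 5 SD of library B-scores, and initial fluorescence ratio not above library mean plus 5 SD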;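 note: positive B-score marks a calcium rise read as TRPC4 activation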
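Material: TRPC4beta and mu-opioid receptor HEK293 stable cells | Incubation: 45 min room-temperature Fluo4 loading, 110 s read | Detection: Kinetic Fluo4 calcium fluorescence | Measure: Integrated baseline-normalised fluorescence ratio, converted to per-well B score | Benchmarks: Low control buffer alone, high control maximal DAMGO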
TRPC4 potent: TRPC4 (mouse) allosteric potentiation. B-score at 10 µM. Q9QUQ5. AID 2227. 310,000 tested, 0.42% active. HEK293 TRPC4beta/mu-opioid, DAMGO EC20, Fluo-4 Ca2+ flux; active compounds read high;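 active = B-score of calcium response area above 5 SD of library B-scores, with initial fluorescence ratio within 5 SD of library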;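 note: B-score of integrated fluorescence ratio over time as area under calcium response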
MrgX1 PAM: human MrgX1 positive allosteric modulation, primary screen | B-score at 10 µM | 310,000 tested, 0.63% active | Q96LB2 | MrgX1-HEK293, Fluo-4 calcium flux, FDSS; active compounds read high | AID 588675;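 active = plate-corrected calcium response at least 3 library SD above typical, normal starting fluorescence, not activating the receptor alone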;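 note: compound read alongside a low EC10 to EC30 dose of BAM8-22 agonist; peak minus trough fluorescence over baseline measured at the second addition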
TRPC6 act: mouse TRPC6 channel activation; HEK293-TRPC6 membrane potential dye fluorescence; active compounds read high; 310,000 tested, 0.13% active; AID 2550; Q61143; B-score at 10 µM;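 active = B-score of the integrated fluorescence ratio above library mean plus 3 SD, and starting fluorescence ratio within library mean plus 5 SD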;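 note: higher score means more depolarization so channel activation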
ANO1 block: mouse TMEM16A channel inhibition, primary screen | Q8BHY3 | HEK293 TMEM16A/YFP iodide influx fluorescence, ionomycin | normalized B-score (activity score, 25-100; higher = stronger inhibition) at 10 µM | 310,000 tested, 1.2% active | AID 588511;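 active = ratio plate-corrected score three or more library SD toward inhibition, starting fluorescence score within five deviations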;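 note: score derived from kinetic fluorescence span divided by baseline fluorescence per well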
An asterisk follows results filed as active; i = inactive; x = no result given.

SMILES | MrgX1 ag | SKKanGAS inh | TRPC4 block | MrgX1 antag | TRPC6 inhibitor | ANO1 activ | TRPC4 act | TRPC4 potent | MrgX1 PAM | TRPC6 act | ANO1 block
COC(=O)C1=NN(C(=O)c2ccccc2)C(C)(O)C1 (centres undefined) | i | 4 | i | i | i | i | i | i | i | i | i
COCCn1cnc2c(c1=O)c1nc3ccccc3nc1n2/N=C/c1ccco1 | i | -18 | i | i | i | i | i | i | i | i | i
O=C(NCCCn1cccn1)C1CCC(=O)N(Cc2ccccc2F)C1 (centres undefined) | i | 0 | i | i | i | i | i | i | i | i | i
CSCC[C@H](NC(=O)[C@@H]1Cc2c([nH]c3ccccc23)C2c3ccccc3C(=O)N21)C(=O)NCC1CCCO1 (some centres undefined) | i | 4 | i | i | i | i | i | i | i | i | i
Cn1c(N)c(C(=O)CSc2nnc(-c3ccccc3F)n2N)c(=O)n(C)c1=O | i | -6 | i | i | i | i | i | i | i | i | i
Cc1ccc(CNC(=O)c2ccc3c(c2)S(=O)(=O)c2ccccc2C3=O)cc1 | i | 15 | i | i | i | i | i | i | i | i | i
Cc1ccsc1/C=N/NC(=O)c1ccc2nc[nH]c2c1 | i | -13 | i | i | i | i | i | i | i | i | i
Cc1cc(/C=C(/C#N)c2nc3ccccc3[nH]2)c(C)n1-c1cc(C(=O)O)cc(C(=O)O)c1 | x | x | i | x | i | i | i | i | x | i | x
COc1ccccc1-c1coc2c(CN3CCOCC3)c(O)ccc2c1=O | i | 2 | i | i | i | i | i | i | i | i | i
O=[N+]([O-])c1ccc(CNc2ccc(F)cc2)s1 | i | 5 | i | i | i | i | i | i | i | i | i
CCC(CC)C(=O)OCC(=O)Nc1cc(OC)c([N+](=O)[O-])cc1C | i | -10 | i | i | i | i | i | i | i | i | i
CCc1cccc(OCCCCN(CC)CC)c1 | i | -1 | i | i | i | i | i | i | i | i | i
C=CCNc1nc2ccccc2nc1NS(=O)(=O)c1ccc(OC)cc1 | i | 2 | i | i | i | i | i | i | i | i | i
Cc1ccc(OCCC(=O)OCC(=O)Nc2ccc(F)cc2)cc1 | i | -5 | i | i | i | i | i | i | i | i | i
Cc1ccc(NC(=O)C2CCCN2S(=O)(=O)c2ccc3c(c2)n(C)c(=O)c(=O)n3C)c(C)c1 (centres undefined) | i | 2 | i | i | i | i | i | i | i | i | i
Cc1ccc(Oc2ccc(OCC(=O)NC(CC(C)C)C(=O)O)cc2)cc1 (centres undefined) | i | -1 | i | i | i | i | i | i | i | i | i
Cc1cc(NC(=O)CSc2nnc(-c3ccncc3)n2-c2ccc(F)cc2)no1 | i | -2 | i | i | i | i | i | i | i | i | i
O=C(CSc1nnc(-c2ccco2)o1)N1CCN(c2ccccc2)CC1 | i | -9 | i | i | i | i | i | i | i | i | i
Cc1ccc(S(=O)(=O)N(c2nc(N(C)C)nc(N(C)C)n2)n2cnnc2)cc1 | i | -10 | i | i | i | i | i | i | i | i | i
CCOc1ccc(NC(=S)NCCCn2ccnc2)cc1 | i | -10 | i | i | i | i | i | i | i | i | i
COC(=O)c1c(-c2ccc(C)cc2)csc1NC(=O)c1c(-c2ccccc2)noc1C | i | 5 | i | i | i | x | i | i | i | i | i
CCCCCCCC(=O)Oc1ccc(C(=O)Nc2cc(C)on2)cc1 | i | 2 | i | i | i | i | i | i | i | i | i
CSc1nc(NCC(C)C)nc(N2CCOCC2)n1 | i | 9 | i | i | i | i | i | i | i | i | i
Cc1cc(C)nc(N/N=C2/CCCC/C2=C\c2ccccc2)n1 | i | 34 | i | i | i | i | i | i | i | i | i
O=C(c1ccc2oc(Cc3ccc(Cl)cc3)nc2c1)N1CCCCC1CCO (centres undefined) | i | 5 | i | i | i | i | i | i | i | i | i
CN(C)CCCOC(=O)c1ccccc1Cl | i | -1 | x | i | x | i | x | x | i | x | i
O=C(NCCCN1CCCC1=O)C1CCN(S(=O)(=O)c2c(Cl)cccc2Cl)CC1 | i | -2 | i | i | i | i | i | i | i | i | i
CCN1CCN(CC(O)COC(C)C)CC1 (centres undefined) | i | -4 | i | i | i | i | i | i | i | i | 25*
Cc1ccc(C(=O)CCC(=O)N2CCN(c3ccc(F)cc3)CC2)cc1 | i | -3 | i | i | i | i | i | i | i | i | i
Cc1ccc(C(=O)Nc2ccc(N3CCOCC3)nc2)cc1 | i | -9 | i | i | i | i | i | i | i | i | i
O=C(Cc1nnc(NC(=O)Nc2ccccc2)s1)NCc1ccccc1 | i | -7 | i | i | i | i | i | i | i | i | i
NC(=O)NOCc1ncc(C(F)(F)F)cc1Cl | i | -2 | i | i | i | i | i | i | i | i | i
CC(C)N(C=O)C1(C(=O)NC2CCCCC2)CCCCC1 | i | 6 | i | i | i | i | i | i | i | i | i
O=C(CSc1ccc2ccccc2c1)Nc1ccncc1 | i | -10 | i | i | i | i | i | i | i | i | 100*
CC(C)CNc1oc(-c2ccco2)nc1C#N | i | -8 | i | i | i | i | i | i | i | i | i
CCN1C(=O)N(CC)C(O)(c2ccccc2)C1(O)c1ccccc1 (centres undefined) | i | -7 | i | i | i | i | i | i | i | i | i
CC(/C=N/NC(=O)c1ccncc1)=C\c1ccco1 | i | 10 | i | i | i | i | i | i | i | i | i
O=C(Nc1cccc2ccccc12)c1cnsn1 | i | 0 | i | i | i | i | i | i | i | i | i
O=C(CNC(=O)c1ccco1)Nc1ccc(Cl)cc1 | i | -4 | i | i | i | i | i | i | i | i | i
Cc1cccc(C)c1Nc1ncnc(N)c1[N+](=O)[O-] | i | 7 | i | i | i | i | i | i | i | i | i
Cc1ccc(Cl)c(OC(=O)c2nn(C(C)C)c(=O)c3ccccc23)c1 | i | 0 | i | i | i | i | i | i | i | i | i
CCOC(=O)COc1ccc(C(=O)c2ccccc2)c(O)c1 | i | 8 | i | i | i | i | i | i | i | i | i
CCOc1ccc(NC(=S)N=Nc2c(O)[nH]c3ccccc23)cc1 | i | 101* | i | i | i | i | i | i | i | i | i
Cc1ccc(/C=N/NC(=O)c2ccc(C(=O)N/N=C/c3ccc(C)s3)o2)s1 | i | 0 | i | i | i | i | i | i | i | i | i
Cc1ccc(-c2csc(NC(=O)c3ccc(F)cc3)c2C(=O)O)cc1 | i | 26 | i | i | i | i | i | i | i | i | i
c1nc(NC2CCCCCC2)c2[nH]cnc2n1 | i | 5 | i | i | i | i | i | i | i | i | i
Cc1ccc(-c2ccc(SCC(=O)NCC3CCCO3)nn2)cc1 (centres undefined) | i | -8 | i | i | i | i | i | i | i | i | i
CCOC(=O)Cn1c2c(c(=N)c3c1CCC3)CCCC2 | i | 4 | i | i | i | i | i | i | i | i | i
O=C(C1CCC(CNS(=O)(=O)c2ccccc2)CC1)N1CCOCC1 (centres undefined) | i | -8 | i | i | i | i | i | i | i | i | 25*
COc1ccc(C(=O)NC(=S)NCc2ccco2)cc1OC | i | -9 | i | i | i | i | i | i | i | i | i
CC(=O)Nc1ccc(NC(=O)CCC(=O)NCCO)cc1 | i | 3 | i | i | i | i | i | i | i | i | i
CN(/N=C/c1cccc(Br)c1)C1=NS(=O)(=O)c2ccccc21 | i | 29 | i | i | i | i | i | i | i | i | i
COc1cccc(N2CCN(c3ccc4nnc(CCC(=O)Nc5ccc(C)cn5)n4n3)CC2)c1 | i | 0 | i | i | i | i | i | i | i | i | i
CC(C)(C)OC(=O)NNC1CC(=O)N(c2ccccc2F)C1=O (centres undefined) | i | -10 | i | i | i | i | i | i | i | i | i
O=C1c2ccccc2C(=O)N1CC1c2ccccc2CCN1S(=O)(=O)c1cnc[nH]1 (centres undefined) | i | 7 | i | i | i | i | i | i | i | i | i
CC(C)CC(c1nnnn1C(C)(C)C)N1CCN(C2CCCC2)CC1 (centres undefined) | i | 3 | i | i | i | i | i | i | i | i | i
COc1ccc(Cc2nnc(SCC(=O)Nc3ccc(N4CCOCC4)cc3)o2)cc1 | i | -1 | i | i | i | i | i | i | i | i | i
Cc1sc2nc(CN(C(=O)c3cccs3)C3CCCC3)[nH]c(=O)c2c1C | i | 11 | i | i | i | i | i | i | i | i | i
COc1ccc(N=C2SC(CC(=O)Nc3cccc(Cl)c3)C(=O)N2Cc2ccco2)cc1 (centres undefined) | i | 40 | i | i | i | i | i | i | i | i | i
N=C1c2ccccc2CN1c1ccc(N2CCOCC2)c(S(=O)(=O)Nc2ccc(Cl)cc2)c1 | i | -8 | i | i | -7.4* | x | i | i | i | i | i

Looked up by compound from above:
SMILES | MrgX1 ag | SKKanGAS inh | TRPC4 block | MrgX1 antag | TRPC6 inhibitor | ANO1 activ | TRPC4 act | TRPC4 potent | MrgX1 PAM | TRPC6 act | ANO1 block
Cc1ccc(OCCC(=O)OCC(=O)Nc2ccc(F)cc2)cc1 | i | -5 | i | i | i | i | i | i | i | i | i
O=C(C1CCC(CNS(=O)(=O)c2ccccc2)CC1)N1CCOCC1 (centres undefined) | i | -8 | i | i | i | i | i | i | i | i | 25*

Next section.
SMILES | MrgX1 ag | SKKanGAS inh | TRPC4 block | MrgX1 antag | TRPC6 inhibitor | ANO1 activ | TRPC4 act | TRPC4 potent | MrgX1 PAM | TRPC6 act | ANO1 block
COc1ccc(NC(=O)N(Cc2ccc(C)cc2)Cc2ccccn2)c(OC)c1 | i | -3 | i | i | i | i | i | i | i | i | i
CCCSc1nc2c3c(sc2c(=O)[nH]1)CC(C)(CC)OC3 (centres undefined) | i | -1 | i | i | i | i | i | i | i | i | i
COc1cc(CN2CCSCC2)cc(OC)c1OC | i | 1 | i | i | i | i | i | i | i | i | i
Cc1cc(OCCOCCNCc2ccccc2)ccc1C(C)C | i | 3 | i | i | i | i | i | i | i | i | i
O=C(Nc1ccnn1C1CCN(Cc2cc3ccccc3[nH]2)CC1)C1CCOC1 (centres undefined) | 29* | 0 | i | i | i | i | i | i | i | i | i
Cc1cc(NN)nc(NS(=O)(=O)c2ccc(Cl)cc2)n1 | i | -4 | i | i | i | i | i | i | i | i | i

Assay outcomes from PubChem BioAssay.
